Compound activity: PubChem BioAssay, several laboratories
Yeast superoxide – yeast age-related superoxide inhibition as caloric restriction mimetic; actives 0.18% (n = 330,000); AID 2690; S. cerevisiae aged cells, superoxide DHE fluorescence; stronger effect = lower value; superoxide response (% of plate mean), % at 10 µM;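 active = superoxide response under a set limit, about three screen SD below normal, cut at about 65% in these data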;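 note: yeast aged for seven days with compound at 30 °C before DHE staining; 100% = average MFI of all compound-treated wells on the plate with controls excluded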
AHR act – activates the human aryl hydrocarbon receptor. P35869. AHR-responsive luciferase reporter cells, luminescence. activation, % at 5 µM. actives 2.5% (n = 320,000). AID 2796; in the data active = activation above about 47%;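 note: 0% = vehicle wells and 100% = reference agonist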
Target sequence (P35869 whole entry, looked up): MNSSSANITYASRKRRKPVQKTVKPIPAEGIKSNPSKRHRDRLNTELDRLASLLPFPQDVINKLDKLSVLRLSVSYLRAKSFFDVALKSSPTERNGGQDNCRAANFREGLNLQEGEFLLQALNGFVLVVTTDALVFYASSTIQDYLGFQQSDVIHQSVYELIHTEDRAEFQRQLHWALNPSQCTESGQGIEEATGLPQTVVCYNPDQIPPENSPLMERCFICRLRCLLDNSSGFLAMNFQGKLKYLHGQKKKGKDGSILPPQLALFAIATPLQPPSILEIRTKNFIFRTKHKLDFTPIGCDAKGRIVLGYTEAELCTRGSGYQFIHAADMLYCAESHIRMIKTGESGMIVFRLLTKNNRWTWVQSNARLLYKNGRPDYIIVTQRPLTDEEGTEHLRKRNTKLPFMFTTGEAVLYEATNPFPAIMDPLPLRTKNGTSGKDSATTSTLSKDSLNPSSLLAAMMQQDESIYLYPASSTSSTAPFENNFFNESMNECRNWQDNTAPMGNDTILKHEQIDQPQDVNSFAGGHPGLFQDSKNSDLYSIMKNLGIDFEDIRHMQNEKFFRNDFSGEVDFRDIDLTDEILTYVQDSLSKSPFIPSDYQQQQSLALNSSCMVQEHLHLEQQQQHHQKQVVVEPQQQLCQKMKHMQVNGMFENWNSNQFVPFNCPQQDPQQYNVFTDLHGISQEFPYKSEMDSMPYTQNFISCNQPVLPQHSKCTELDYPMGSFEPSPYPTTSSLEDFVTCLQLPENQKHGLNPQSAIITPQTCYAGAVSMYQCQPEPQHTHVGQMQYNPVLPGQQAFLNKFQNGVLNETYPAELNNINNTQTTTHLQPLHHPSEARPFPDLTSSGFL
AGP1 TOR yeast – modulators of TOR pathway AGP1-GFP in S. cerevisiae. S. cerevisiae AGP1-GFP multiplex flow cytometry, 3 h; GFP as percent of DMSO wells. GFP response vs DMSO, % at 10 µM. actives 0.02% (n = 320,000);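 active = GFP response relative to DMSO above a set limit, near screen average plus 3 SD, cut at about 150% in these data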;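 note: median GFP channel fluorescence of the gated AGP1 strain per well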
LAP4-GFP MLPCN – alters LAP4-GFP fluorescence in TOR pathway yeast screen. S. cerevisiae LAP4-GFP multiplex, flow cytometry GFP, 3 h; median GFP as percent of DMSO wells. GFP response vs DMSO, % at 10 µM. actives 0.34% (n = 320,000). AID 2023;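 active = GFP response vs DMSO above a set limit, about the screen mean plus 3 SD, cut at about 150% in these data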
MEP2-GFP yeast – yeast TOR pathway MEP2-GFP modulation; S. cerevisiae MEP2-GFP strain, flow cytometry GFP, 3 h; 100% = DMSO control level; GFP response vs DMSO, % at 10 µM; actives 0.51% (n = 330,000); AID 2016;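 active = GFP response versus DMSO above a set limit, roughly screen mean plus 3 SD, cut at about 180% in these data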;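 note: median GFP fluorescence of the barcode-gated MEP2-GFP cells per well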
Efflux pump mplx – blocks antifungal efflux pumps in multiplex yeast assay. S. cerevisiae Candida pump triplex, Nile Red efflux. actives 0.44% (n = 330,000). AID 485275. inhibition, % at 10 µM;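 active = plate passing quality check with inhibition over a set limit, or well fluorescence over plate mean plus 4 SD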;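 note: Nile Red retained in pooled yeast measured as flow cytometry median fluorescence; 0% = buffer negative control and 100% = Enniatin B positive control; higher means more Nile Red kept so more efflux inhibition; some compounds called inactive have numbers as strong as hits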
RPL19A TOR yeast – yeast TOR pathway RPL19A-GFP modulation. S. cerevisiae RPL19A-GFP strain, flow cytometry, 3 h; stronger effect = lower value. percent response vs DMSO, % at 10 µM. actives 0.3% (n = 330,000). AID 2025;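 active = percent response vs DMSO below 50%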;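 note: median channel GFP fluorescence of the barcoded RPL19A-GFP strain; ratio of sample median GFP to plate DMSO average so 100% = DMSO; lower means less RPL19A-GFP as with rapamycin TOR inhibition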
CIT2-GFP yeast – modulators of TOR pathway CIT2-GFP in S. cerevisiae; S. cerevisiae CIT2-GFP strain, flow cytometry, 3 h; 100 means same as DMSO wells; GFP response vs DMSO, % at 10 µM; actives 0.065% (n = 320,000); AID 2029;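 active = GFP response relative to DMSO above a set limit, near the screen mean plus 3 SD, cut at about 150% in these data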;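 note: ratio of well median GFP fluorescence to mean of DMSO wells on the plate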
Active calls of the source: *. Random draw from the library; any-hit rate near 3.9%.

`CC(C)(C)[C@@H]1C=C(C(=O)N2CCOCC2)O[C@H](OCc2ccc(CO)cc2)C1` gave Yeast superoxide 91, AHR act 1, AGP1 TOR yeast 86, LAP4-GFP MLPCN 100, MEP2-GFP yeast 90, Efflux pump mplx -0.1, RPL19A TOR yeast 98 and CIT2-GFP yeast 81.
`CN1/C(=C\C(=O)COC(=O)c2nccnc2N)C(C)(C)c2ccccc21` gave Yeast superoxide 93, AHR act -2, AGP1 TOR yeast 105, LAP4-GFP MLPCN 108, MEP2-GFP yeast 97, Efflux pump mplx 0.0, RPL19A TOR yeast 91 and CIT2-GFP yeast 103.
CCOc1ccc(S(=O)(=O)NCCCN2CCOCC2)c2ccccc12 was read as Yeast superoxide 89, AHR act 3, AGP1 TOR yeast 108, LAP4-GFP MLPCN 101, MEP2-GFP yeast 103, Efflux pump mplx 0.1, RPL19A TOR yeast 104 and CIT2-GFP yeast 104.
For Cc1cc(NC(=O)c2cc(-c3cccs3)on2)nn1Cc1ccc(Cl)cc1 the results were Yeast superoxide 128, AHR act 0, LAP4-GFP MLPCN 87, MEP2-GFP yeast 90, Efflux pump mplx 0.0, RPL19A TOR yeast 89 and CIT2-GFP yeast 82.
For Cc1nc2ccc(NC(=O)NCCO)cc2s1 the results were Yeast superoxide 94, AHR act 1, AGP1 TOR yeast 99, LAP4-GFP MLPCN 118, MEP2-GFP yeast 100, Efflux pump mplx 0.1, RPL19A TOR yeast 98 and CIT2-GFP yeast 101.
`CC(C)c1ccc(OCC(=O)NNC(=S)NC(=O)c2cccs2)c(Br)c1` gave Yeast superoxide 96, AHR act 1, AGP1 TOR yeast 101, LAP4-GFP MLPCN 75, MEP2-GFP yeast 93, Efflux pump mplx 0.1, RPL19A TOR yeast 109 and CIT2-GFP yeast 110.
Screening CN(C)S(=O)(=O)c1cccc(NC(=O)CSc2cccc3cccnc23)c1 returned Yeast superoxide 112, AHR act 21, AGP1 TOR yeast 93, LAP4-GFP MLPCN 114, MEP2-GFP yeast 92, Efflux pump mplx 0.1, RPL19A TOR yeast 103 and CIT2-GFP yeast 97.
For Cc1cc(NC(=O)CSc2nc3cc(C(=O)NCCCOC(C)C)ccc3c(=O)n2Cc2ccco2)no1 the results were Yeast superoxide 105, AHR act -1, AGP1 TOR yeast 105, LAP4-GFP MLPCN 101, MEP2-GFP yeast 93, Efflux pump mplx 0.0, RPL19A TOR yeast 98 and CIT2-GFP yeast 98.
`O=C(CN1C(=O)NC2(CCCC2)C1=O)OCCOc1ccccc1` gave Yeast superoxide 103, AHR act -1, AGP1 TOR yeast 100, LAP4-GFP MLPCN 114, MEP2-GFP yeast 108, Efflux pump mplx -0.1, RPL19A TOR yeast 100 and CIT2-GFP yeast 99.
COC(=O)c1cc(OC)c(OC)cc1NC(=O)CCNC(=O)c1ccco1 was read as Yeast superoxide 110, AHR act 9, AGP1 TOR yeast 96, LAP4-GFP MLPCN 84, MEP2-GFP yeast 97, Efflux pump mplx 0.1, RPL19A TOR yeast 102 and CIT2-GFP yeast 106.
Screening O=C(N/N=C/C(Br)=C/c1ccccc1)c1ccncc1 returned Yeast superoxide 112, AHR act 15, AGP1 TOR yeast 96, LAP4-GFP MLPCN 106, MEP2-GFP yeast 105, Efflux pump mplx 0.1, RPL19A TOR yeast 97 and CIT2-GFP yeast 89.
For NC(=O)COC(=O)CC1CC2CCC1C2 (stereo not drawn) the results were Yeast superoxide 106, AHR act 0, AGP1 TOR yeast 92, LAP4-GFP MLPCN 87, MEP2-GFP yeast 104, Efflux pump mplx -0.1, RPL19A TOR yeast 97 and CIT2-GFP yeast 96.
`CCOc1ccc(-c2nnn(CC(=O)Nc3cc(OC)cc(OC)c3)n2)cc1OCC` gave Yeast superoxide 99, AHR act 2, AGP1 TOR yeast 97, LAP4-GFP MLPCN 97, MEP2-GFP yeast 104, Efflux pump mplx 0.2, RPL19A TOR yeast 97 and CIT2-GFP yeast 99.
`CCOc1ncccc1C(=O)NNC(=O)c1ccc(NS(=O)(=O)c2cccs2)cc1` gave Yeast superoxide 102, AHR act 25, AGP1 TOR yeast 111, LAP4-GFP MLPCN 109, MEP2-GFP yeast 108, Efflux pump mplx 0.0, RPL19A TOR yeast 107 and CIT2-GFP yeast 105.
CCOC(=O)/C(O)=C(\C#N)c1nc2ccccc2[nH]1 was read as Yeast superoxide 103, AHR act 17, AGP1 TOR yeast 97, LAP4-GFP MLPCN 105, MEP2-GFP yeast 98, Efflux pump mplx 0.1, RPL19A TOR yeast 99 and CIT2-GFP yeast 93.

Grouped by structure, the entries above containing an aryl methoxy group.
COC(=O)c1cc(OC)c(OC)cc1NC(=O)CCNC(=O)c1ccco1 was read as Yeast superoxide 110, AHR act 9, AGP1 TOR yeast 96, LAP4-GFP MLPCN 84, MEP2-GFP yeast 97, Efflux pump mplx 0.1, RPL19A TOR yeast 102 and CIT2-GFP yeast 106.
`CCOc1ccc(-c2nnn(CC(=O)Nc3cc(OC)cc(OC)c3)n2)cc1OCC` gave Yeast superoxide 99, AHR act 2, AGP1 TOR yeast 97, LAP4-GFP MLPCN 97, MEP2-GFP yeast 104, Efflux pump mplx 0.2, RPL19A TOR yeast 97 and CIT2-GFP yeast 99.

Carrying on.
Screening Fc1ccc(-c2ccc(/C=N\n3cnnc3)o2)cc1Cl returned Yeast superoxide 97, AHR act -3, AGP1 TOR yeast 100, LAP4-GFP MLPCN 96, MEP2-GFP yeast 103, Efflux pump mplx -0.2, RPL19A TOR yeast 104 and CIT2-GFP yeast 104.
For OCCC1CN(Cc2cnn(-c3ccc(F)cc3)c2)CCN1Cc1ccsc1 (stereo not drawn) the results were Yeast superoxide 96, AHR act 9, AGP1 TOR yeast 104, LAP4-GFP MLPCN 90, MEP2-GFP yeast 95, Efflux pump mplx -0.1, RPL19A TOR yeast 100 and CIT2-GFP yeast 98.
COc1ccc(/C=N/Nc2cc(C)nc(N3CCOCC3)n2)cc1 was read as Yeast superoxide 109, AHR act 7, AGP1 TOR yeast 103, LAP4-GFP MLPCN 115, MEP2-GFP yeast 101, Efflux pump mplx 0.0, RPL19A TOR yeast 97 and CIT2-GFP yeast 96.
For C(=N\c1c(-c2ccccc2)nc2n1CCS2)/c1ccccc1 the results were Yeast superoxide 94, AHR act 5, AGP1 TOR yeast 109, LAP4-GFP MLPCN 117, MEP2-GFP yeast 97, Efflux pump mplx -0.1, RPL19A TOR yeast 110 and CIT2-GFP yeast 100.
Cc1ccc(OCC(=O)NCc2ccccc2)c([N+](=O)[O-])n1 was read as Yeast superoxide 103, AHR act 1, AGP1 TOR yeast 103, LAP4-GFP MLPCN 101, MEP2-GFP yeast 111, Efflux pump mplx -0.2, RPL19A TOR yeast 100 and CIT2-GFP yeast 90.
Screening Cc1cc(C)nc(NC2=NCCN2C(=S)Nc2ccc(C)c(C)c2)n1 returned Yeast superoxide 109, AHR act 11, AGP1 TOR yeast 99, LAP4-GFP MLPCN 108, MEP2-GFP yeast 91, Efflux pump mplx 0.1, RPL19A TOR yeast 90 and CIT2-GFP yeast 86.
Screening COCCCNC(=O)C1CC(=O)N(C2CCCC2)C1 (stereo not drawn) returned Yeast superoxide 79, AHR act -1, AGP1 TOR yeast 100, LAP4-GFP MLPCN 94, MEP2-GFP yeast 102, Efflux pump mplx -0.1, RPL19A TOR yeast 96 and CIT2-GFP yeast 101.
Screening CCn1c(CC(=O)Nc2ccccc2F)nnc1SCC(=O)NC1CCCC1 returned Yeast superoxide 97, AHR act 1, AGP1 TOR yeast 97, LAP4-GFP MLPCN 101, MEP2-GFP yeast 109, Efflux pump mplx -0.1, RPL19A TOR yeast 102 and CIT2-GFP yeast 101.
For O=C(c1ccc(F)cc1)n1ccc(-c2cnc(-c3ccccc3)s2)n1 the results were Yeast superoxide 86, AHR act -2, AGP1 TOR yeast 103, LAP4-GFP MLPCN 102, MEP2-GFP yeast 135, Efflux pump mplx 0.0, RPL19A TOR yeast 101 and CIT2-GFP yeast 99.
O=C(O)c1ccc2cccnc2n1 was read as Yeast superoxide 129, AHR act 2, AGP1 TOR yeast 102, LAP4-GFP MLPCN 95, MEP2-GFP yeast 107, Efflux pump mplx 0.5, RPL19A TOR yeast 104 and CIT2-GFP yeast 104.
For COc1ccc(CC(=O)Oc2ccc(C(C)(C)C)cc2)cc1S(=O)(=O)N1CCOCC1 the results were Yeast superoxide 114, AHR act 2, AGP1 TOR yeast 104, LAP4-GFP MLPCN 107, MEP2-GFP yeast 104, Efflux pump mplx -0.1, RPL19A TOR yeast 99 and CIT2-GFP yeast 93.
O=C(NCC1CC1)c1ccc2c3n(nc2c1)-c1ccc(Cl)cc1CO3 was read as Yeast superoxide 104, AHR act -12, AGP1 TOR yeast 88, LAP4-GFP MLPCN 135, MEP2-GFP yeast 87, Efflux pump mplx -0.1, RPL19A TOR yeast 105 and CIT2-GFP yeast 100.
O=C(CN1C(=O)C(=O)N(Cc2ccccc2)C1=O)Nc1cc(Cl)cc(Cl)c1 was read as Yeast superoxide 108, AHR act 8, AGP1 TOR yeast 101, LAP4-GFP MLPCN 102, MEP2-GFP yeast 105, Efflux pump mplx -0.1, RPL19A TOR yeast 101 and CIT2-GFP yeast 99.
For Cc1ccc(NC2c3ncccc3C(=O)N2Cc2ccc(F)cc2)cc1 (stereo not drawn) the results were Yeast superoxide 122, AHR act -3, AGP1 TOR yeast 99, LAP4-GFP MLPCN 101, MEP2-GFP yeast 98, Efflux pump mplx 0.0, RPL19A TOR yeast 100 and CIT2-GFP yeast 99.
CCc1ccc(S(=O)(=O)c2nnn3c2nc(NCCNC(C)=O)c2ccccc23)cc1 was read as Yeast superoxide 101, AHR act -1, AGP1 TOR yeast 102, LAP4-GFP MLPCN 91, MEP2-GFP yeast 102, Efflux pump mplx -0.1, RPL19A TOR yeast 101 and CIT2-GFP yeast 97.
For Cc1ccc(CNS(=O)(=O)c2ccc3c(c2)CCN3C(=O)CCCC(=O)O)cc1 the results were Yeast superoxide 101, AHR act 0, AGP1 TOR yeast 100, LAP4-GFP MLPCN 99, MEP2-GFP yeast 103, Efflux pump mplx -0.1, RPL19A TOR yeast 99 and CIT2-GFP yeast 97.
`CC1CCN(c2nc3ccccc3n2CC(=O)c2ccccc2)CC1` gave Yeast superoxide 91, AHR act 1, AGP1 TOR yeast 95, LAP4-GFP MLPCN 91, MEP2-GFP yeast 93, Efflux pump mplx -0.1, RPL19A TOR yeast 97 and CIT2-GFP yeast 97.
Screening O=C(c1ccc2snnc2c1)N1CCN(c2ccccn2)CC1 returned Yeast superoxide 105, AHR act -3, AGP1 TOR yeast 95, LAP4-GFP MLPCN 101, MEP2-GFP yeast 101, Efflux pump mplx 0.0, RPL19A TOR yeast 99 and CIT2-GFP yeast 102.
`COc1ccc(N2C(=S)NC3N2C(=S)NC3(C)c2ccccc2)cc1` (stereo not drawn) gave Yeast superoxide 92, AHR act -2, AGP1 TOR yeast 104, LAP4-GFP MLPCN 90, MEP2-GFP yeast 104, Efflux pump mplx -0.1, RPL19A TOR yeast 105 and CIT2-GFP yeast 102.
For Cn1c(SCC(=O)N2CCCC2)nnc1-c1cccs1 the results were Yeast superoxide 96, AHR act 1, AGP1 TOR yeast 97, LAP4-GFP MLPCN 93, MEP2-GFP yeast 99, Efflux pump mplx 0.0, RPL19A TOR yeast 105 and CIT2-GFP yeast 102.
Screening N#Cc1c(N)n(-c2ccc(O)cc2)c2nc3ccccc3nc12 returned Yeast superoxide 97, AHR act -3, AGP1 TOR yeast 104, LAP4-GFP MLPCN 104, MEP2-GFP yeast 97, Efflux pump mplx -0.1, RPL19A TOR yeast 100 and CIT2-GFP yeast 99.
`COc1ccc(C)cc1S(=O)(=O)N1CCN(c2cccc(C(F)(F)F)c2)CC1` gave Yeast superoxide 90, AHR act 4, AGP1 TOR yeast 99, LAP4-GFP MLPCN 88, MEP2-GFP yeast 100, Efflux pump mplx 0.2 and RPL19A TOR yeast 99.
